Screens: PubChem BioAssay, National Center for Advancing Translational Sciences (NCATS)
RORgamma inh: inhibitors of mouse ROR gamma transcriptional activity; P51450; Drosophila S2 Gal4-RORgamma UAS-luciferase reporter, 20 h; Potency, µM (highest dose often 53.6 µM), for inactives: at the top dose activity change, negative = inhibition, actives largely listed as inhibitors; 310,000 compounds, 5.4% hits; further: potency means the concentration at half of the fitted maximal effect; on the % scale 0 is the no-effect control and ±100 the full control effect; nearly all actives have a fitted effect of over 60% in size
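Read-out: Photinus luciferase luminescence; inhibitors lower reporter signal. Insect Schneider cells with Gal4-ROR gamma fusion under metallothionein promoter, UAS reporter; 700 uM final copper sulfate induction, 20 hr, ambient temperature.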
NPC1 promoter act: NPC1 promoter activation. Huh7 NPC1 promoter luciferase reporter, 24 h. Potency, µM (series often up to 9.22 µM), for inactives: at the top dose activation, actives largely listed as activators. 320,000 compounds, 2.4% hits. AID 485313;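 further: potency means the concentration at half of the fitted maximal effect; % of control where 0% means no effect; nearly all actives have a fitted effect of over 60% in size; reporter is driven by a mutant NPC1 promoter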
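Huh7 cells stably carrying NPC1 promoter–luciferase, plated in Opti-MEM with 10% FBS for 2 h, were exposed to compound in DMSO for 24 h at 37 °C; luciferase reagent was added for 10 min and luminescence read.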
BRCA1 expr act: increases BRCA1 expression; Potency, µM (doses to about 46.1 µM), inactives show at the highest dose activation, hits mostly activators; 380,000 compounds, 1.1% hits; MCF7-BRCA1-FFLuc reporter, luminescence, 48 h; response scale: scaled: vehicle 0%, 10 µM genistein 100%; further: potency means the concentration at half of the fitted maximal effect; nearly all actives have a fitted effect of over 80% in size; some results filed as inactive show a strong effect at the top dose
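Activators of BRCA1 expression were detected as increased firefly luciferase luminescence in engineered MCF7 cells after 48 h compound incubation. Signals were scaled to genistein 10 microM as full activation.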
ELG1 DNA repair: blocks ELG1-dependent DNA repair in HEK293T cells | AID 504467 | Potency, µM (titrated, usually from 46.1 µM), without a hit: top-dose activity change, negative = inhibition, usual class: inhibitors | HEK293T ELG1-luciferase reporter, luminescence, 16 h; DNA damage induced by 5-fluorouridine | 330,000 compounds, 2.3% hits; further: potency means the concentration at half of the fitted maximal effect; on the % scale 0 is the no-effect control and ±100 the full control effect; nearly all actives have a fitted effect of over 55% in size
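Quantitative HTS, concentration-response format. 2,000 cells/well co-treated with 5-fluorouridine and compound, 16 hr in 5% CO2 at 37 °C; ONE-Glo luminescence read after 30 min.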
Rab9 prom act: activates the Rab9 promoter; AID 485297; 320,000 compounds, 2.8% hits; Potency, µM (titrated, usually from 9.22 µM), for inactives: top-dose activation, negative = inhibition, hits mostly activators; Huh7 Rab9 promoter-luciferase reporter, luminescence, 24 h; further: potency means the concentration at half of the fitted maximal effect; % of control where 0% means no effect; nearly all actives have a fitted effect of over 60% in size
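Promoter activation is measured as luciferase luminescence in Huh7 cells stably transfected with a Rab9 promoter–luciferase construct, following 24 h compound exposure at 37 °C and 10 min reagent incubation at ambient temperature.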
Gal4-VP16 FLuc: inhibits Gal4-VP16 luciferase reporter, ROR gamma counter-screen. Drosophila S2 Gal4-VP16 UAS-luciferase, luminescence, 20 h. Potency, µM (highest dose often 53.6 µM), for inactives: at the highest dose activity, negative = inhibition, hits mostly inhibitors. 310,000 compounds, 3.5% hits. AID 2546;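 further: Gal4-VP16 expression switched on by copper sulfate through the metallothionein promoter; potency means the concentration at half of the fitted maximal effect; on the % scale 0 is the no-effect control and ±100 the full control effect; nearly all actives have a fitted effect of over 50% in size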
Tb PFK block: inhibitors of T. brucei phosphofructokinase. T. brucei PFK, ADP-Glo luminescence. Potency, µM (titrated, usually from 57.5 µM), for the others: at the highest dose activity, negative = inhibition, usual class: inhibitors. O15648. 330,000 compounds, 0.17% hits. AID 485367;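 further: potency means the concentration at half of the fitted maximal effect; 0% = uninhibited 1x PFK enzyme wells and -100% = no-enzyme wells; nearly all actives have a fitted effect of over 60% in size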
Target sequence (O15648 whole entry, looked up): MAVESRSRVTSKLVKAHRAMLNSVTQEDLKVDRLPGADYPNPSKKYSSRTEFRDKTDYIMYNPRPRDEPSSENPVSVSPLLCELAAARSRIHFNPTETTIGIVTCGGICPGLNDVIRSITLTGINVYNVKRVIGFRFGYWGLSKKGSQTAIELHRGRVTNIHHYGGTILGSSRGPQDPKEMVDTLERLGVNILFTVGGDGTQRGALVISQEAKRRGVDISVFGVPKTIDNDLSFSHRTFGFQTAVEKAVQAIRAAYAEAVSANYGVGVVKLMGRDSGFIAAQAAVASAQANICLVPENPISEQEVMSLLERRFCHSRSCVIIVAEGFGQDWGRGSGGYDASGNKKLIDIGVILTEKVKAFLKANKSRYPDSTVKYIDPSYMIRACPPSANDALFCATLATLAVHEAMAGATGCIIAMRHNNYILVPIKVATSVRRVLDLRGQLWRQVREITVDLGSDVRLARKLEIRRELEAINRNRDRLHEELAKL
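PFK 1.25 nM, F6P 0.5 mM, ATP 0.1 mM, 0.1 M TEA pH 8.0, 5 mM MgCl2, 0.01% Tween20, 0.1% BSA; 45 min RT. ADP-Glo readout. qHTS titration up to 57 uM; curves fitted, compounds curve-classed.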
ELG1 genotox: inducers of genotoxicity in HEK293T ELG1-luciferase cells | HEK293T ELG1-luciferase reporter, luminescence, 16 h | Potency, µM (highest dose often 46 µM), inactives show top-dose activity change, positive = activation, hits mostly activators | 330,000 compounds, 1.3% hits | AID 504466; further: potency means the concentration at half of the fitted maximal effect; % of control where 0% means no effect; nearly all actives have a fitted effect of over 60% in size
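HEK293T cells expressing luciferase-tagged ELG1 were exposed to compound or DMSO vehicle for 16 hr at 37 °C and 5% CO2. Luciferase activity was then measured with ONE-Glo after 30 min at room temperature.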
FLuc modulator: counter-screen for miR-21 project: firefly luciferase inhibitors or activators. P08659. purified FLuc, Km substrates, luminescence inhibition. Potency, µM (titrated, usually from 57.5 µM), inactives show top-dose activity change, negative = inhibition, actives largely listed as inhibitors. 360,000 compounds, 6.9% hits;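 further: potency means the concentration at half of the fitted maximal effect; plate controls were vehicle for no effect and reference inhibitor for full effect; nearly all actives have a fitted effect of over 55% in size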
Target sequence (P08659 whole entry, looked up): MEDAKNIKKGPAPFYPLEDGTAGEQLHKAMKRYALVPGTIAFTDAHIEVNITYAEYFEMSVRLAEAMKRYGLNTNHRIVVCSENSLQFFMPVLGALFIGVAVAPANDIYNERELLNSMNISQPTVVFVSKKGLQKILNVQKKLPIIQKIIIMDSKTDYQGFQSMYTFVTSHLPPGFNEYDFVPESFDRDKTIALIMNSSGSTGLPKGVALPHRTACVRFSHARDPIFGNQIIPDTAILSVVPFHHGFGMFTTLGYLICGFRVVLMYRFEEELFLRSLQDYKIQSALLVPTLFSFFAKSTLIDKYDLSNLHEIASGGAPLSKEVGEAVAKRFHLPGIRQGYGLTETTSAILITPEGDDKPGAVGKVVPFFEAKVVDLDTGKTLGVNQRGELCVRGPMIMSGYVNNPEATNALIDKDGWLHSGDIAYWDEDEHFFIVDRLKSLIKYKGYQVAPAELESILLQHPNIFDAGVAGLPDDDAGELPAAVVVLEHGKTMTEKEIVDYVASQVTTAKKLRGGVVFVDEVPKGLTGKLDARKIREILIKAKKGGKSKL
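Purified P. pyralis luciferase (10nM final) with 10uM D-luciferin and 10uM ATP (Km levels) in 50mM Tris acetate pH 7.5, 10mM Mg acetate, 0.01% Tween-20, 0.05% BSA; qHTS 6-point titration, ~60 µM downward; luminescence read.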
TRPV1 ag: activates the human vanilloid receptor TRPV1. Q8NER1. TRPV1-expressing cells, Fluo-8 calcium influx, agonist mode. activation, % at 8.33 µM. 320,000 compounds, 0.19% hits. AID 540275; in the data active means activation above about 80%; inconclusive means between about 30% and that limit; further: 0% is about no effect
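Fluo-8 calcium influx in TRPV1-expressing cells, kinetic read (ex 480/em 520 nm). Compound added and read 3 min for agonist activity, followed by capsaicin at EC20 final and 2 min further read for enhancement.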
p53 reactivation: restores transcriptional activity of mutant p53; H1299 p53-A138V BP100-luciferase reporter, luminescence, 24 h; Potency, µM (titrated, usually from 92.2 µM), for the others: at the highest dose activity change, positive = activation, hits mostly activators; 320,000 compounds, 0.063% hits; further: potency means the concentration at half of the fitted maximal effect; % of control where 0% means no effect; nearly all actives have a fitted effect of over 45% in size
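p53-null H1299 cells stably carrying temperature-sensitive p53-A138V and a BP100-luciferase reporter were pinned with compounds (4-point, 1:5 series) and held 24 hrs at 37 deg C. Luminescence was read 10 min after detection reagent.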
The depositor's hits bear a star; ? = inconclusive; nt = not tested or not shown; [ ] = remark or other dose. Unless noted, the call rests on the fitted dose curve; in most records, active means well fitted curve in the direction sought with a large enough effect; inconclusive means small, poorly fitted or top-dose-only effect, or another doubt; inactive means no such curve, though single readings can be large; an effect the other way counts as inactive or inconclusive.

SMILES | RORgamma inh | NPC1 promoter act | BRCA1 expr act | ELG1 DNA repair | Rab9 prom act | Gal4-VP16 FLuc | Tb PFK block | ELG1 genotox | FLuc modulator | TRPV1 ag | p53 reactivation
O=C1CC(C(=O)N2CCN(c3ccccn3)CC2)CN1Cc1ccccc1Cl (stereo not given) | nt | 4% | -2% | 4% | 5% | nt | 5% | -10% | -1% | 14 | 2%
CCOC(=O)C1CCCN(C(=O)CCCn2nnnc2CN2CCC(C)CC2)C1 (stereo not given) | 9% | -2% | 5% | 0% | -3% | -13% | 0% | 0% | 0% | 2 | -4%
Cc1c(C)n(CCCN(C)C)c2ncnc(Nc3ccccc3)c12 | 0% | -6% | 2% | ? | -1% | -7% | 0% | 3% | -4% | 6 | -1%
O=C(C[n+]1cccc(NC(=O)c2ccccc2)c1)c1cccc([N+](=O)[O-])c1 | 14% | 0% | 5% | 5% | 1% | 4% | -1% | 0% | 6% | 2 | 2%
CCN(CC)CCCNc1nc(-c2ccccc2)nc2ccccc12 | -31% | -7% | 11% | ? | -3% | -8% | -7% | -1% | 4% | 0 | -15%
CCN(CC)CCNC(C(=O)Nc1cccc(C(C)=O)c1)c1ccccc1 (stereo not given) | 1% | -2% | -6% | 12% | -15% | 7% | -7% | 2% | 6% | -1 | 6%
COc1ccc(CN2CCN(Cc3csc(C(C)=O)c3)CC2CCO)c(C)c1C (stereo not given) | 38% | -5% | -38% | ? | -12% | 5% | -1% | -4% | 1% | 12 | 0%
Cc1cccc(SCc2noc(C(=O)NCC3CCCO3)c2C(=O)O)c1 (stereo not given) | 8% | 2% | -9% | 3% | 2% | -4% | 1% | 3% | ? | 3 | 0%
CCn1c(C(c2ccccc2)c2ccccc2)n[nH]c1=S | ? | -2% | -20% | -1% | 5% | ? | -9% | 2% | -1% | -7 | -4%
O=C(Nc1ccon1)C1CCN(S(=O)(=O)c2cccs2)CC1 | -11% | -1% | 61% | -2% | 2% | -8% | -3% | 0% | 10% | ? | -5%
O=C(Nc1ccc(Oc2ccc(NC(=O)Nc3ccc([N+](=O)[O-])cc3)cc2)cc1)Nc1ccc([N+](=O)[O-])cc1 | 35% | -37%[inhibitor] | -26% | -15% | -55%[inhibitor] | -6% | -12% | -13% | -5% | 3 | -2%
O=S(=O)(Nc1ccccc1N1CCCCC1)c1ccc(F)cc1 | -20% | 1% | -1% | 12% | -3% | 4% | -15% | -7% | 0% | ? | 3%
O=C(O)CCn1nnc(-c2ccccc2)n1 | -2% | -4% | 17% | -12% | 15% | 0% | 5% | 2% | 0% | -1 | -1%
COC(=O)c1ccc(COC(=O)CNC(=O)c2ccco2)cc1 | -2% | 1% | 0% | 12% | -1% | -3% | 3% | 3% | -8% | 9 | 0%
Cc1cccc(NC(=O)CCC(=O)c2cccs2)n1 | nt | 17% | 70% | ? | 0% | nt | -8% | 2% | -7% | -4 | 7%
CC(C)(C)C(=O)C[n+]1cccc(C(N)=O)c1 | -2% | -3% | -2% | 3% | -6% | 5% | 1% | -1% | -1% | 1 | 0%
O=c1c2c(nc3cc(-c4cccc(Cl)c4)[nH]n13)CCCC2 | -23% | ? | -3% | ? | ? | -16% | -4% | 0.52µM* | 0.48µM* | 0 | 6%
COc1ccc(N2C(=O)C3CC(C)=C(C)CC3C2=O)c(OC)c1 (stereo not given) | -20% | 4% | -4% | 17% | 7% | 5% | 3% | 2% | 8% | 6 | 1%
C=CCNC(=O)[C@@H]1CSC2c3ccc(OC)c(OC)c3C(=O)N21 (stereo not given in full) | -2% | 0% | 7% | -1% | 2% | -2% | -1% | 1% | 5% | -4 | -1%
CC1(C)Cc2cccc(OCC(=O)O)c2O1 | -31% | -2% | -10% | 0% | 2% | 4% | 3% | 3% | -1% | -2 | -15%
N/C(=N/OCc1cccc([N+](=O)[O-])c1)c1nonc1N | ? | 9% | 95% | ? | 8% | 1% | -12% | 2% | -4% | -3 | 17%
CC(=O)O[C@H]1[C@@H](O)[C@H](O)[C@H](Oc2c(O)c(C)c3c4c2[C@@H](C)CC[C@@H]4[C@@H](C)C[C@H]3C=C(C)C)O[C@H]1C | nt | nt | -70% | 27% | nt | nt | 7% | -7% | nt | nt | -15%
CC1=NOC(=O)/C1=C/c1ccc(N(C)C)cc1 | 20% | -1% | 1% | ? | 1% | 4% | 15µM* | 6% | 7.6µM* | 3 | 28%
CC(C)NC(=O)c1ccc(OC2CSC2)cc1 | 5% | 2% | 21% | ? | -6% | -1% | -3% | 1% | -12% | 13 | 8%
CCCCSc1nc2c(c(=O)[nH]c(=O)n2C)n1CCc1ccccc1 | -43% | 9% | -3% | -7% | -4% | ? | 2% | 0% | -1% | ? | 7%
C=CCn1cccc(C(=O)Nc2ccc(Cl)cc2)c1=O | 29% | ? | 5.6µM* | ? | ? | 4% | 4% | ? | 17µM* | ? | 12%
O=C(Nc1ccc(O)c2c(=O)cc(-c3cccc(Cl)c3)oc12)c1ccc(F)cc1 | -4% | 0% | -12% | 21% | -5% | -11% | 1% | 7% | -1% | -3 | -4%
Cc1c(C(=O)NCc2ccccn2)oc2ccc(Br)cc12 | nt | ? | ? | ? | ? | nt | -6% | 15% | ? | ? | 20%
CC(=O)NCC(=O)OCN1C(=O)c2ccccc2C1=O | 34% | 0% | 25% | 10% | -4% | 18% | 0% | -2% | -7% | -3 | -2%
COc1ccc(N(CC(=O)NCC2CCCO2)C(=O)CCC(=O)Nc2nccs2)c(OC)c1 (stereo not given) | 7% | 0% | -16% | 11% | 2% | 1% | 0% | -3% | 1% | 1 | -1%
CC(=O)Nc1sc(N/N=C/c2ccc(N(C)C)cc2)nc1-c1ccc(C)cc1 | 3% | 24% | 84% | ? | 24% | 5% | -3% | ? | 6.7µM* | 0 | 13%
COc1ccc(C2CC(c3ccc(Cl)cc3)=NN2C(C)=O)cc1 (stereo not given) | 18% | ? | 27% | ? | ? | 1% | -1% | 15% | 24µM* | 1 | -17%
Cc1ccc2c(Cl)c(C(=O)NC3CC3)sc2c1 | -10% | 2µM* | 2.8µM* | ? | 4µM* | -8% | 0% | ? | 4.8µM* | 5 | 23%
O=C1c2cccc3c(O)ccc(c23)C(=O)N1Cc1ccccc1 | 16% | 1% | -63% | ? | 12% | 15% | -5% | -15% | 2% | ? | -1%
CC(=O)Nc1ccc(NC(=O)CSc2nnc(-c3ccccc3)n2Cc2ccc3c(c2)OCO3)cc1 | 2% | 1% | 4% | ? | -2% | 1% | 1% | 2% | -20% | 3 | 4%
CCOc1ccc(S(=O)(=O)N2CCC(C(=O)NCCc3ccc(S(N)(=O)=O)cc3)CC2)cc1 | 7% | -5% | -11% | 14% | -25% | 1% | -1% | 2% | 0% | 0 | 1%
COc1ccccc1CNC(=O)C(Cc1c[nH]c2ccccc12)NC(=O)OCc1ccccc1 (stereo not given) | 34% | -4% | -93%[inhibitor] | ? | -1% | -17% | -5% | -8% | -1% | 16 | -4%
O=C(Cc1ccccc1)N1CCC(c2nc(-c3ccc(F)cc3)no2)CC1 | 19% | 1% | -16% | ? | 4% | ? | 0% | -11% | 0% | ? | 14%
CN1CCN(CC(O)COc2ccc(S(=O)(=O)N3CCOCC3)cc2)CC1 (stereo not given) | nt | -4% | -10% | 12% | -6% | nt | 6% | 1% | 3% | 0 | 2%
O=C(CSC1=NCCS1)Nc1ccc2ccccc2c1 | 12% | 18% | 43% | ? | 18% | -8% | -8% | 3% | 17µM* | ? | 20%
O=C(CN1C(=O)C2(OCCO2)c2ccccc21)c1ccc(Br)cc1 | ? | -4% | -10% | 2% | 1% | -10% | 0% | -2% | 0% | -2 | -5%
O=C(Nc1cc(S(=O)(=O)N2CCCCC2)ccc1Cl)C1=NN(c2ccccc2)C(=O)CC1 | -27% | -1% | -38% | ? | -1% | -6% | -3% | 4% | 4% | 3 | -6%
CC1C(=O)Nc2ccccc2N1C(=O)c1c(F)cccc1F (stereo not given) | 45% | -2% | -22% | -11% | 0% | 3% | -3% | -7% | 1% | -1 | 9%
